Assay outcomes deposited in PubChem by several laboratories.
GDH-TPI inh: GDH-TPI coupling enzyme inhibitors, primary screen, artefact control for M. tuberculosis FBA inhibitor project, biochemical, absorbance, full deck; GDH-TPI coupled enzyme counterscreen, NADH absorbance; inhibition, % at 4.8 µM; hit rate 1.2% among 360,000; AID 588335, 2011;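 note: 0% = DMSO wells and 100% = wells lacking the enzyme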
MazF activator: activators of E. coli MazEF toxin-antitoxin RNase, primary screen, biochemical, fluorescence, uHTS | Endoribonuclease toxin MazF (Escherichia coli (strain K12)), P0AE70 | FAM/BHQ RNA-DNA oligo cleavage fluorescence, 5 h | activation, % at 20 µM | hit rate 0.32% among 350,000; in the data active = activation above about 50%
Target sequence (P0AE70 whole entry, looked up): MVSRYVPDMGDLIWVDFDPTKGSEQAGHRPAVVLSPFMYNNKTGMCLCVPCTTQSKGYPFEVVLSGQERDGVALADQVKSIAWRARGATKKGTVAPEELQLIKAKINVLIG
UGM FP inh: M. tuberculosis UGM enzyme inhibitors, primary screen, biochemical, fluorescence polarization, single point; hit rate 0.06% among 320,000; UDP-galactopyranose mutase (Mycobacterium tuberculosis (strain ATCC 25618 / H37Rv)), …; purified UGM, fluorescence polarization probe displacement; AID 504406, 2011; inhibition, % at 10 µM; in the data active = inhibition above about 10%, passing the limit was not always enough; inconclusive = no clear call, values can overlap the other calls
Target sequence (P9WIQ1 whole entry, looked up): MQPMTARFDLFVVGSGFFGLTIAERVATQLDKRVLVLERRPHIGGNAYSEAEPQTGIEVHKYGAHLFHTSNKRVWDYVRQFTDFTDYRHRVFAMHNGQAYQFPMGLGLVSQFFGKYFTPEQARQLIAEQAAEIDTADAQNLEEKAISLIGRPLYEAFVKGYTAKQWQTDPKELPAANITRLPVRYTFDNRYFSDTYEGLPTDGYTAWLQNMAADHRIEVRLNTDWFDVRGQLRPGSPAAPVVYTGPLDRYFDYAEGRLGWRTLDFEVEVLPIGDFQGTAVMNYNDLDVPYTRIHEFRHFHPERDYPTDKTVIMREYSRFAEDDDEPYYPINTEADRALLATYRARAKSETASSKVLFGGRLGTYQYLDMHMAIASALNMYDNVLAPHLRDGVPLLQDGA
BoNT F protease: BoNT/F light chain protease inhibitors, primary screen, biochemical, flow cytometry, MLPCN library. Botulinum neurotoxin type F light chain protease (Clostridium botulinum). Multiplex microsphere protease cleavage assay. inhibition, % at 10 µM. hit rate 0.22% among 360,000. AID 588497, 2011; in the data active = inhibition above about 35%, passing the limit was not always enough; inconclusive = no clear call, values can overlap the other calls; note: plate controls were buffer without enzyme for full effect and enzyme alone for no effect
Mtb FBA inh: Mtb FBA enzyme inhibitors, primary screen, biochemical, fluorescence, strain H37Rv; purified M. tuberculosis FBA, fluorescence read-out; inhibition, % at 1 µM; hit rate 2.3% among 360,000; in the data active = inhibition above about 27%;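 note: 0% = vehicle and 100% = reference inhibitor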
Target sequence (P9WQA3 whole entry, looked up): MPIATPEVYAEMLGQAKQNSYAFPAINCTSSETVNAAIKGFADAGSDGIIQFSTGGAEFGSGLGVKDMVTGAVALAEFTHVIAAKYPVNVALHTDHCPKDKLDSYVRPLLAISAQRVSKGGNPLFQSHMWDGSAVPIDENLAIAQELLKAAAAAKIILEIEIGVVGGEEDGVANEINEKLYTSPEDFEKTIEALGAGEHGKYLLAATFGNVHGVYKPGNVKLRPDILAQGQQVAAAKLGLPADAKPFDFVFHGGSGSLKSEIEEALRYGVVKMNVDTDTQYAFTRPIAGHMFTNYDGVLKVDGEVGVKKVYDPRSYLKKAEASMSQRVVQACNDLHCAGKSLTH
CCHFV vOTU inh: CCHFV vOTU protease inhibitors, primary screen, biochemical, Pep-AMC substrate, fluorescence; Crimean-Congo hemorrhagic fever virus L polyprotein viral ovarian tumor (vOTU) protease …; inhibition, % at 11.5 µM; hit rate 0.55% among 370,000; AID 651958, 2012; note: 0% = vehicle wells with enzyme and 100% = no enzyme wells
VHR inh abs: VHR1 phosphatase inhibitors, primary screen, biochemical, absorbance, uHTS; Dual specificity protein phosphatase 3 (Homo sapiens), P51452; inhibition, % at 13.3 µM; hit rate 0.52% among 290,000; recombinant VHR phosphatase, pNPP absorbance; in the data active = inhibition above about 50%; note: some compounds called inactive have numbers as strong as hits
Target sequence (P51452 whole entry, looked up): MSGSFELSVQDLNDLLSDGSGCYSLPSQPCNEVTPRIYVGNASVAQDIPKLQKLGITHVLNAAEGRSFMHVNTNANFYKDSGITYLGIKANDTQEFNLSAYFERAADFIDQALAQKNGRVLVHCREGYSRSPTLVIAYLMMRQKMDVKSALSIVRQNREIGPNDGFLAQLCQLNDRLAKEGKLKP
Rv3671c protease: Rv3671c serine protease inhibitors, primary screen, biochemical, fluorescence polarization, M. tuberculosis H37Rv. inhibition, % at 5.96 µM. hit rate 0.048% among 320,000; in the data active = inhibition above about 38%;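 note: extracellular domain of Rv3671c used as enzyme; 0% = enzyme with DMSO and 100% = no enzyme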
FadD28 binding: inhibitors of FadD28 bisubstrate probe binding, primary screen, biochemical, fluorescence polarization, single point | hit rate 0.22% among 360,000 | inhibition, % at 12.5 µM | Mycobacterium tuberculosis FadD28 fatty-acid-AMP ligase; in the data active = inhibition above about 8.5%, passing the limit was not always enough; inconclusive = no clear call, values can overlap the other calls
Mtb BioA inh: M. tuberculosis BioA enzyme inhibitors, primary screen, biochemical, plate reader, single point, HTS; AID 602481, 2012; purified M. tuberculosis BioA enzyme; hit rate 0.096% among 360,000; inhibition, % at 9.99 µM; 7,8-diaminopelargonic acid synthase BioA (Mycobacterium tuberculosis); in the data active = inhibition above about 40%; inconclusive = no clear call, values can overlap the other calls
The depositor's hits bear a star; u = inconclusive; x = not tested or not shown. Cut-off read from the data, not from the text of the source, unless noted: active = inhibition above about 30%; inactive = the rest.

SMILES	GDH-TPI inh	MazF activator	UGM FP inh	BoNT F protease	Mtb FBA inh	CCHFV vOTU inh	VHR inh abs	Rv3671c protease	FadD28 binding	Mtb BioA inh
Cc1cc(C)n2nc(SCc3cccc(F)c3)nc2n1	10	4	1.1	21	1	-17	5	1	x	-2.3
COc1ccccc1NC(=O)c1c(NC(=O)CCC(=O)O)sc2c1CCCCC2	31*	7	0.2	-4	10	16	-11	9	-1.0	0.0
O=C(O)CCCCCCCCCCC1CCC(O)C1O (stereo not drawn)	-2	5	x	-1	-1	-2	x	x	0.1	-2.5
COc1ccc(-c2nc3cc(C)ccn3c2NCC2CCCO2)cc1OC (stereo not drawn)	0	-1	-1.2	u	4	4	x	-2	-1.6	-1.2
O=c1cc(-c2ccco2)oc2c1ccc1ccccc12	21	-14	3.0	-8	49*	-22	-14	-3	-0.4	0.0
CCOC(=O)c1ccc(N/C=C/C(=O)c2ccc(OC)c(OC)c2)cc1	3	0	2.3	7	1	-9	21	1	-3.7	-2.5
CCCNC(=O)C1(C)CCN1C(=O)Cc1ccc(C(C)(C)C)cc1 (stereo not drawn)	10	x	x	-7	3	-1	x	x	-0.4	-3.6
CCOC(=O)c1c(-c2ccc(C)o2)csc1NC(=O)CSc1nnnn1-c1ccccc1	4	-2	0.8	-13	1	10	4	-12	-3.4	-2.3
NC(=S)N/N=C\c1ccccc1OCc1ccccc1	9	1	-0.1	-4	-1	-1	-2	6	-3.3	1.9
CC(C)CC(=O)N1CCN(c2ccc([N+](=O)[O-])c(NCc3ccccc3)c2)CC1	5	-2	-2.8	4	-11	31*	x	-8	-9.8	-0.8
CC1CN(S(=O)(=O)c2cc(C(=O)N(CCc3ccccc3)Cc3ccccc3)ccc2Cl)CC(C)O1 (stereo not drawn)	-24	-3	-4.2	-4	-3	8	x	1	-3.0	-0.1
CCOc1ccc(CCN2C(=O)CCC2(C)C(=O)NC(C)CC)cc1OCC (stereo not drawn)	12	-13	0.8	0	3	2	3	-6	0.5	-6.7
O=C(CSc1nc(=O)n2ccccc2n1)Nc1ccc2c(c1)OCCO2	4	0	-2.7	-34	-1	9	x	-6	-2.4	1.2
O=C(O)c1cccc(S(=O)(=O)Nc2ccc([N+](=O)[O-])cc2O)c1	18	-1	7.6	-9	-9	4	21	-2	-1.4	0.3
CCn1c(SCC(=O)Nc2nc(C)c(C(=O)OC)s2)nnc1C(C)C	10	-7	0.8	-17	1	11	23	-3	0.1	-0.9
Cc1ccc(C)c(NC(=O)CCc2ccc(C)o2)c1	11	4	0.2	x	0	-10	20	2	-2.1	-1.4
CCn1cc(S(=O)(=O)c2cccc(C)c2)c(=O)c2cc(F)c(N3CCN(C)CC3)cc21	15	13	-1.0	-5	17	3	6	3	0.3	4.5
CCOC(=O)c1c[nH]n(-c2ccc(C)cc2)c1=O	6	-1	-0.4	-4	-2	-9	-13	4	0.2	-0.6
CCCCN(C(=O)NC(=O)Nc1cc(C)ccc1C)S(C)(=O)=O	6	5	-1.7	2	0	-2	-9	-3	-1.0	-0.9
CC1(NC(=O)CCS(=O)(=O)c2ccc(Cl)cc2)CCS(=O)(=O)C1 (stereo not drawn)	9	3	2.0	0	5	-8	x	-1	-0.7	-2.0

Part of the list above in order of molar mass, ascending.
SMILES	GDH-TPI inh	MazF activator	UGM FP inh	BoNT F protease	Mtb FBA inh	CCHFV vOTU inh	VHR inh abs	Rv3671c protease	FadD28 binding	Mtb BioA inh
O=C(O)CCCCCCCCCCC1CCC(O)C1O (stereo not drawn)	-2	5	x	-1	-1	-2	x	x	0.1	-2.5
Cc1cc(C)n2nc(SCc3cccc(F)c3)nc2n1	10	4	1.1	21	1	-17	5	1	x	-2.3
CCOC(=O)c1ccc(N/C=C/C(=O)c2ccc(OC)c(OC)c2)cc1	3	0	2.3	7	1	-9	21	1	-3.7	-2.5
COc1ccc(-c2nc3cc(C)ccn3c2NCC2CCCO2)cc1OC (stereo not drawn)	0	-1	-1.2	u	4	4	x	-2	-1.6	-1.2

Further records follow:
SMILES	GDH-TPI inh	MazF activator	UGM FP inh	BoNT F protease	Mtb FBA inh	CCHFV vOTU inh	VHR inh abs	Rv3671c protease	FadD28 binding	Mtb BioA inh
CC1OC(OCC2OC(Oc3c(-c4ccc(O)cc4)oc4cc(O)cc(O)c4c3=O)C(O)C(O)C2O)C(O)C(O)C1O (stereo not drawn)	16	10	4.3	-1	3	1	21	-2	-1.7	0.0
COc1ccc2nc(SCC(=O)Nc3nccs3)[nH]c2c1	6	3	-2.1	-1	-2	9	23	-9	-5.4	x
CC(=O)NN=C(C)c1ccc(NC(=O)C2CC2)cc1	6	x	x	1	-4	-1	x	x	-4.1	2.4
O=[N+]([O-])c1ccc(N2CCN(c3ccc(Cl)nn3)CC2)c(Cl)c1	-9	9	-0.7	-4	-1	1	23	-3	-3.6	-2.8
O=C(CSc1nnc(Cn2c(=O)sc3ccccc32)n1-c1ccccc1)NCc1ccco1	-7	10	0.2	-4	2	3	35	-4	-1.8	1.8
CCN(CC)CCCN=Cc1c(O)n(-c2ccccc2C)c(=O)c2ccccc12	8	7	1.9	u	9	-15	12	-3	-2.9	x
CCNC(=O)NC(=O)CSc1nc2ccccc2n1CC(C)C	-7	6	-0.1	7	-3	9	28	8	-2.8	x
O=[N+]([O-])c1ccc(CN2CC(N3CCN(CC4CC4)CC3)CS2(=O)=O)cc1 (stereo not drawn)	8	7	x	-5	4	4	x	x	-1.3	-0.9
CC(O)C(O)C(O)C(O)C1NCCS1 (stereo not drawn)	-1	2	-1.6	-2	4	5	18	1	-3.0	-0.5
Cc1cccn2cc(-c3ccc(F)cc3)nc12	-2	6	1.0	-2	11	-2	30	-6	-0.2	-2.9
Cc1cc(C)nc(SCc2cn3cc(Cl)ccc3n2)n1	7	3	0.6	20	6	17	23	-1	0.6	2.1
COc1ccc(C)c(S(=O)(=O)Nc2ccc(OCC(=O)O)cc2)c1	3	-1	-0.5	6	0	-2	5	2	0.8	-0.8
CCOC(=O)N1CCN(CC(O)COC2CC(C)CC(C)(C)C2)CC1 (stereo not drawn)	8	10	-1.5	-14	-2	9	11	-7	-4.4	-0.4
COc1ccc2[nH]c(C(=O)O)c(CCN3C(=O)c4cccc([N+](=O)[O-])c4C3=O)c2c1	15	3	-0.9	-1	1	-13	-18	-1	0.0	1.1
O=C(CSc1ncn(-c2ccccc2)n1)Nc1ccc(Br)cn1	-1	6	3.5	-1	0	-6	32	-6	0.0	x
Cn1c(SCC(=O)n2c3c(c4ccccc42)CCCC3)nnc1-c1ccccc1	-4	5	1.0	-1	0	-4	2	-6	-0.2	-1.1
COc1ccccc1CNC(=O)COC(=O)c1nc(Cl)ccc1Cl	5	7	-2.1	8	3	15	x	6	-2.5	-0.7
Clc1ccc(C2=NCCn3nc4ccccc4c32)cc1	9	4	-4.0	-11	3	7	x	1	0.5	3.0
COc1cccc(NC(=O)COC(=O)c2c(C)noc2C)c1	6	2	-0.6	-3	1	4	x	-5	-0.1	-1.4
CN(Cc1ccccc1)Cc1nc2c([nH]1)c(=O)[nH]c(=O)n2C	6	8	-0.7	-2	-2	4	21	0	0.8	0.3
CNCC(O)Cn1c(C(F)(F)F)nc2ccccc21 (stereo not drawn)	2	1	2.3	19	-1	10	13	-3	1.2	0.5
COc1cc2c(cc1OC)-c1cc(NC3CC3)nc(=O)n1CC2	37*	4	-0.5	-11	6	8	-4	1	0.2	x
Cc1ccc(C(=O)Cn2ncsc2=N)cc1	8	10	1.7	-13	1	9	7	-1	0.7	-1.9
Nc1ncnc(Nc2cc(Cl)cc(Cl)c2)c1[N+](=O)[O-]	6	11	0.3	-6	0	3	3	2	-0.2	x
Cc1cccc(NC(=O)C2CC(=O)OC23CCCC3)c1 (stereo not drawn)	-2	2	0.0	-7	-5	13	18	-1	-0.7	-1.5
N#C/C(=C(/O)COC(=O)CCc1ccc(S(=O)(=O)N2CCOCC2)cc1)c1nc2ccccc2[nH]1	8	8	-2.1	4	-5	1	15	-5	-1.4	-0.8
C/C(=N\NC(=O)c1ccc(N/N=C(\C)c2ccncc2)cc1)c1ccncc1	31*	9	1.8	-8	-4	16	19	0	-5.5	x
CC(=O)N(C1CC(C)C(C#N)(C#N)C1(C#N)C#N)N(C)C (stereo not drawn)	1	-1	1.3	5	5	-14	15	1	0.7	x
CCc1nc(Nc2ccccc2)c2oc3ccccc3c2n1	23	3	0.0	3	3	7	20	-19	-12	0.7
CCN(CC)CCCNC(=O)CNC(=S)N(CCCN1CCOCC1)Cc1cccs1	2	7	2.7	-4	-4	2	-5	-7	0.8	x
CC(=O)NC(=S)NNC(=O)C(c1ccccc1)c1ccccc1	1	3	-3.2	-9	1	6	14	14	-3.1	x
CC1CN(C(=O)c2ccccc2OCc2ccccc2Cl)CC(C)O1 (stereo not drawn)	3	-1	0.4	-4	-1	-4	x	0	-3.2	0.5
Fc1ccccc1N1CCN(c2ncnc3nc[nH]c23)CC1	-14	-3	0.3	-1	0	17	14	-9	1.4	-1.9
CCc1nc2c(OCc3ccccc3C)cccn2c1N(C)C(=O)C(C)C	10	x	x	2	2	7	x	x	-2.0	7.5
CCc1cccc(C)c1NC(=O)C(c1ccc(O)cc1)N1CCC1=O (stereo not drawn)	-5	0	1.3	-6	0	9	0	-2	0.3	0.7
Cc1ccc(CS(=O)Cc2ccc(C(=O)NCc3ccc(OC(C)C)cc3)o2)cc1 (stereo not drawn)	2	4	-0.5	-4	2	8	-26	-2	-0.7	-2.2
CC(=O)NC1C(Oc2cccc(C)c2)OC2COC(c3ccco3)OC2C1O (stereo not drawn)	0	1	4.4	-1	-1	-12	-4	-10	-0.5	x
O=C(Nc1ccc(Br)cc1C(=O)O)c1ccc2c(c1)C(=O)N(Cc1ccccc1)C2=O	1	-11	0.2	8	0	-3	10	-22	3.1	0.0
O=C(Nc1ccc(Cl)cc1)C1=Cc2cc(Cl)ccc2OC1	3	22	2.4	0	3	7	19	-15	-4.1	x
COc1ccc(-n2c(SCC(=O)NC3CC3)nc3ccccc3c2=O)cc1OC	3	4	1.3	-3	5	1	x	4	1.0	0.7
CC1OC(OC2C(CO)OC(OCC3OC(OC(=O)[C@@]45CCC(C)(C)C[C@@H]4C4=CC[C@@H]6[C@@]7(C)CCC(OC8OCC(O)C(O)C8OC8OC(C)C(O)C(O)C8O)[C@@](C)(CO)C7CC[C@@]6(C)[C@]4(C)CC5)C(O)C(O)C3O)C(O)C2O)C(O)C(O)C1O (stereo partly drawn)	-7	4	x	-6	-3	2	x	x	-4.5	-1.0
CCOC(=O)c1ccc(NC(=O)C2COc3ccccc3O2)cc1 (stereo not drawn)	2	-7	0.6	1	0	-8	18	2	-4.2	3.9
CC(OC(=O)CN1C(=O)NC2(CCCC2)C1=O)C(=O)Nc1cccc(Cl)c1 (stereo not drawn)	1	0	-2.8	21	-1	5	28	3	-6.5	2.7
CC(C)N(C(=O)Cn1c(SCC(=O)N2CCN(c3ccccc3)CC2)nc2ccccc21)C(C)C	x	-11	2.2	x	x	0	18	-13	x	x
COc1ccc(-c2cc3c(nn2)-c2ccccc2C3=O)cc1	5	19	-3.3	-2	0	21	2	2	-2.4	0.2
O=c1cnnc(Nc2ccccc2)[nH]1	2	-7	-0.6	8	0	-6	-11	3	0.3	x
